CSM14.1 death rescue: protection against thapsigargin-triggered cell killing – 384-well, CSM14.1, ATP luminescence, primary screen (AID 1222); CSM14.1 thapsigargin-induced death rescue, ATP luminescence; higher % means a stronger effect; cellular ATP content (survival), % at 20 µM; hits with a dose series show EC50 in µM; 190,000 tested, under 10 active;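 active = EC50 below 50 µM in the dose-response confirmation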;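 also: death triggered by thapsigargin at about 15 µM added after 2 h compound pretreatment; cell ATP read after overnight thapsigargin exposure of roughly 18 to 22 hours; normalized against plate controls of thapsigargin alone and 5% DMSO vehicle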
Large T inhibition: SV40 large T antigen inhibitors, biochemical (AID 1903) | SV40 large T antigen ATPase/helicase inhibition assay; higher % means a stronger effect | inhibition, % at 20 µM; hits with a dose series show IC50 in µM | 310,000 tested, 0.39% active; in the data active = a potency from the dose series; inconclusive = inhibition mostly from about 32% at the one dose, without a potency; inactive = the rest, 99 in 100 with inhibition below about 32%; also: strong numbers were not always called active
Salmonella PhoP GFP: inhibitors of PhoP regulon expression, primary screen, Salmonella Typhimurium, GFP reporter (AID 1863) | 300,000 tested, 0.16% active | one-dose inhibition, % at 50 µM; IC50 in µM for titrated hits | S. Typhimurium PhoP-regulated promoter GFP reporter, 4 h; higher % means a stronger effect;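 active = inhibition over 29.93%, a cutoff 3 SD above the screen mean, later confirmed by dose response; inconclusive = inhibition over 29.93% but no dose response follow-up; inactive = inhibition at most 29.93% or unconfirmed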;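 also: 0% = low Mg2+ inducing control and 100% = high Mg2+ repressing control; strong numbers were not always called active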
GPR35 arrestin U2OS: GPR35 antagonists blocking zaprinast-driven arrestin recruitment, primary screen, imaging, U2OS, beta-arrestin-GFP, zaprinast agonist (AID 2058). U2OS GPR35 beta-arrestin-GFP translocation imaging, zaprinast antagonism; higher % means a stronger effect. 290,000 tested, 0.052% active. inhibition, % at 10 µM, or IC50 in µM where a hit was titrated;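 active = inhibition of at least 50% with at least 30 cells and total cytoplasm GFP at most 10,000,000; inconclusive = under 30 cells or total GFP of 10,000,000 plus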
LYP phosphatase: PTPN22 lymphoid phosphatase activity blockers – biochemical, fluorescence intensity, uHTS (AID 1779). recombinant LYP phosphatase, fluorescence intensity; higher % means a stronger effect. inhibition, % at 11.5 µM, or IC50 in µM where a hit was titrated. 290,000 tested, 0.054% active; in the data active = inhibition above about 50%;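 also: plate controls were vehicle with enzyme for no effect and no enzyme for full effect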
West Nile virus CPE: West Nile virus antiviral activity, cell-based, CPE readout (AID 1621); West Nile virus-infected cells, CPE inhibition; higher % means a stronger effect; one-dose CPE inhibition, % at 10 µM; IC50 in µM for titrated hits; 290,000 tested, 0.02% active; in the data active = a potency from the dose series; inconclusive = CPE inhibition mostly from about 3.7% at the one dose, without a potency; inactive = the rest, 99 in 100 with CPE inhibition below about 2.2%; also: strong numbers were not always called active
MgcRacGAP inhibition: MgcRacGAP GTPase-activating activity inhibitors, confirmation, biochemical, ADP Hunter fluorescence; MgcRacGAP-stimulated Rac1 GTP hydrolysis, ADP Hunter fluorescence; higher % means a stronger effect; GST-tagged Rac1 F28L mutant substrate; one-dose inhibition, % at 30 µM; IC50 in µM for titrated hits; 340,000 tested, 0.6% active; AID 624330;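 active = first-screen hits whose inhibition reached a set limit at any dose in the follow-up dose series; inconclusive = inhibition above the set first-screen limit but never retested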;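 also: fluorescence reports GDP produced by GAP-driven GTP hydrolysis; strong numbers were not always called active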
RSV CPE inhibition: inhibition of RSV-induced cytopathic effect – HEp-2 cells, primary 10 µM value included (AID 2391). HEp-2 cells, RSV-induced CPE inhibition; higher % means a stronger effect. CPE inhibition, % at 10 µM; hits with a dose series show IC50 in µM. 310,000 tested, 0.13% active; in the data active = a potency from the dose series; inconclusive = CPE inhibition mostly from about 23% at the one dose, without a potency; inactive = the rest, 99 in 100 with CPE inhibition below about 21%; also: strong numbers were not always called active
Dengue-2 NS5 capping: Dengue-2 NS5 methyltransferase inhibitors, primary screen, biochemical, confirmation dose response (AID 588689) | Dengue-2 NS5 methyltransferase capping enzyme assay, biochemical; higher % means a stronger effect | 340,000 tested, 0.3% active | inhibition, % at 25 µM, or IC50 in µM where a hit was titrated; in the data active = a potency from the dose series; inconclusive = inhibition above about 29% without an active follow-up result
Starred values were filed as active, the others as inactive; ? = inconclusive; / = not tested or not shown; & = joins results of further samples.

The line under a structure holds: Dengue-2 NS5 capping, RSV CPE inhibition, GPR35 arrestin U2OS, MgcRacGAP inhibition, Large T inhibition, CSM14.1 death rescue, Salmonella PhoP GFP, West Nile virus CPE, LYP phosphatase
CCOC(=O)c1cc2c(=O)n3cccc(C)c3nc2n(CC2CCCO2)c1=NC(C)=O (stereo not drawn)
→ 4%&10%, 1.1%, /, -2%&7%, /, /, /, 0.3%, /
CCN(CC)CCCN1C=C2C(=O)C(C)(OC(=O)CCc3ccccc3)C(=O)C=C2C=C1c1ccc(C#N)cc1 (stereo not drawn)
→ 9%, 0.1%, -7%, 5%, 18%, /, 6%, -0.3%, -10%
CCn1c(-c2cccc(S(=O)(=O)N3CCCC3)c2)n[nH]c1=S
→ -13%, 2.9%, -10%, 23%, 26%, /, /, 1.0%, -4%
CCC(C)(C)n1nnnc1C(c1ccccn1)N1CCCCC1 (stereo not drawn)
→ 1%, 2.1%, 1%, 11%, -6%, -2.3%, 3%, 0.2%, -2%
Cc1ccc(C)c(-n2c(SCC(=O)N3CCC(C(=O)O)CC3)nnc2-c2cccc(Cl)c2)c1
→ 0%, 0.4%, 3%, 7%, 10%, 0.1%, 6%, -0.2%, -4%
C=CCOC(=O)C1=C[C@H](c2cn(C(C)=O)c3ccccc23)C[C@H](OCc2ccc(CO)cc2)O1
→ -5%, 1.2%, -6%, 16%, 2%, 4.7%, -5%, 1.4%, -2%
C[n+]1c2n(c3ccccc31)N=C(c1ccc(Cl)cc1)CS2
→ -10%, -0.7%, -7%, 21%, 12%, 1.9%, -2%, -0.2%, -6%
CCCCn1c(=O)[nH]c(=O)c2c1nc(-c1ccc(OC(F)F)c(OC)c1)n2C
→ -10%, 2.4%, 10%, 7%, 10%, /, 4%, -0.6%, -7%
CCOC(=O)C1=C(C)OC(N)=C(C#N)C1c1cc(F)ccc1F (stereo not drawn)
→ -5%, 1.9%, -10%, 7%, 31%, -0.8%, 0%, 1.0%, -2%
CCN(CC)c1nc(C)nc2c1cnn2CCc1ccccc1
→ -8%, 0.1%, 6%, 13%, -1%, 1.0%, -2%, -0.3%, -8%
Cc1ccc2oc(=O)c3cnn(CC(=O)N(CCN(C)C)Cc4ccco4)c3c2c1
→ 1%, 1.9%, 2%, 0%, 9%, 0.2%, 7%, 0.7%, -11%
Cc1ccccc1N1C(=S)NC2c3ccccc3OC1(C)C2C(=O)N(C)C (stereo not drawn)
→ 0%, 1.6%, 5%, 7%, 5%, -1.4%, -3%, -0.2%, -8%
Cc1nc(NC(=O)c2c(-c3ccccc3Cl)noc2C)sc1C
→ -4%, 4.0%, 2%, 9%, 5%, /, 0%, 0.0%, -5%
O=C1C=C(NCc2ccc(Cl)cc2)CC(c2ccco2)C1 (stereo not drawn)
→ 2%, 2.1%, 2%, 4%, 1%, -0.2%, 1%, -1.0%, 1%
CC(C)C(=O)N1CCN(c2ccccc2NC(=O)c2cccc3ccccc23)CC1
→ -3%, 3.8%, 6%, 7%, 4%, /, -1%, -1.8%, -9%
CCOc1ccc(NC(=S)NCc2ccc3c(c2)OCO3)cc1
→ -8%, 1.6%, 22%, 0%, 7%, /, 2%, 0.6%, -4%
Cc1cc(Br)ccc1NC(=O)CN(C)C(=O)C1CCN(C(=O)c2ccc(F)cc2)CC1
→ 0%, -1.1%, /, 5%, 6%, /, 0%, /, /
Cc1ccc(C(=O)N(CC(=O)Nc2sc(C)c(C)c2C(N)=O)C2CCCC2)cc1
→ -4%, 0.2%, 4%, 7%, -3%, /, -3%, -0.2%, -4%
Cc1ccc(-c2nc(CN(C)C(C3CC3)C3CC3)c(C)o2)cc1
→ -4%, -1.6%, -6%, -1%, 1%, -3.1%, 1%, -0.7%, 1%
Cc1ccc(S(=O)(=O)N2CCC(N3CCC(C)CC3)CC2)cc1
→ -2%, -0.6%, -5%, 24%, 5%, /, 13%, -1.1%, -6%
N#Cc1c(NC(=O)CSc2ncnc3sccc23)oc(-c2ccco2)c1-c1ccco1
→ -21%, 5.8%, 2%, 11%, ?, 1.1%, -5%, 0.1%, 12%
Cc1ccc(-c2nnc(SCC(=O)NC3CC3)n2N)cc1
→ -7%, -0.5%, 4%, -6%, 8%, /, -7%, 0.0%, -9%
CCOC(=O)C(C)NC(=O)C(NC(=O)C1CCC(CC)CC1)C(C)C (stereo not drawn)
→ -2%, 1.4%, 10%, 8%, 12%, -1.7%, -2%, -0.1%, -2%
CC(=O)c1c(C)[nH]c(C(=O)Nc2ccc(C)c(S(=O)(=O)N(C)C)c2)c1C
→ -1%, 3.6%, 5%, 4%, 8%, /, -9%, -0.1%, -4%
O=C(C1COc2ccccc2O1)N1CCN(Cc2ccc3c(c2)OCO3)CC1 (stereo not drawn)
→ -3%, 1.1%, -10%, 11%, 26%, 1.4%, 4%, -0.4%, -2%
COC(=O)c1cccc(NC(=O)CCc2ccccc2)c1
→ -2%, 1.2%, 11%, -3%, 13%, 3.1%, -11%, -0.4%, -10%
O=C(CN1CCN(C/C=C/c2ccccc2)CC1)Nc1cc([N+](=O)[O-])ccc1Cl
→ -1%, 0.5%, -10%, 30%, 3%, 1.4%, -1%, -0.4%, -7%
COC(=O)c1cnc(Nc2ccc(Cl)cc2)c([N+](=O)[O-])c1
→ -5%, 0.0%, -14%, 0%, 2%, /, -4%, 0.4%, -7%
COc1ccccc1NNC(=O)c1cc(C(C)(C)C)nn1Cc1ccccc1
→ -8%, 5.8%, 8%, 4%, 5%, /, 2%, -0.1%, 4%
CCCCn1c(NC(C)CC)nc2c1c(=O)[nH]c(=O)n2C (stereo not drawn)
→ -1%, -0.7%, 7%, 8%, 5%, -1.4%, -7%, -0.1%, 3%
O=C(COC(=O)c1ccccc1)NCc1ccco1
→ 6%, 2.2%, 15%, 11%, 4%, -1.1%, 5%, -0.1%, -2%
Cc1ccc(C(=O)N(Cc2cccnc2)Cc2cc3cc(C)ccc3n3nnnc23)cc1
→ -6%, 12%, 3%, -4%, 23%, -0.9%, -2%, 0.1%, -9%
CCCCNS(=O)(=O)C1CCS(=O)(=O)C1 (stereo not drawn)
→ -6%, 2.3%, -6%, 7%, 8%, -2.5%, -5%, 0.0%, -8%
O=C1O/C(=C/c2ccccc2)c2ccccc21
→ -4%, 0.9%, -13%, 7%, 15%, -2.7%, -6%, -0.2%, -6%
CCNc1nc2c(c(=O)[nH]c(=O)n2C)n1CCCc1ccccc1
→ -12%, 0.9%, 1%, 3%, 24%, /, -4%, -0.6%, -8%
O=c1c2ccccc2cnn1-c1ccc(Br)cc1
→ -3%, 3.6%, 3%, 0%, 11%, -2.6%, 0%, 0.3%, -5%
COc1ccc(C(=O)NCCc2nnc3ccc(SCC(=O)Nc4ccccc4)nn23)cc1
→ -8%, 2.7%, -7%, 8%, 6%, /, -1%, 0.4%, -9%
Nc1nonc1-c1noc(CCCCCN2C(=O)c3ccccc3C2=O)n1
→ -1%, 7.7%, 0%, 5%, 6%, /, 9%, -0.2%, 3%
COc1ccccc1N1CCN(C(=O)c2cn(C)c3ccc(S(=O)(=O)N4CCOCC4)cc3c2=O)CC1
→ -13%, 1.5%, -5%, 8%, 11%, /, -6%, 0.1%, -5%
O=[N+]([O-])c1cccc(C(=NCc2ccccc2)NO)c1
→ -3%, 0.0%, 9%, 8%, 11%, /, 1%, -0.2%, -7%
Cn1c(=O)c2sccc2n2c(CCCC(=O)N3CCN(c4ccccn4)CC3)nnc12
→ 3%, -0.3%, -15%, 11%, 11%, /, -3%, -0.2%, -8%
COc1cc([N+](=O)[O-])cc(/C=N/NC(=O)Cn2nc(C)cc2C)c1O
→ 4%, 4.9%, -17%, 16%, 18%, /, /, 0.1%, 0%
COc1ccc(CCNC(=O)CCC(=O)N2CCOc3ccc(C)cc32)cc1OC
→ -1%, 1.7%, -12%, 17%, 2%, /, /, 0.2%, -12%
COc1ccc(-c2cc(C(=O)N3CCN(c4ccc(F)cc4)CC3)no2)cc1OC
→ -2%, 2.8%, 10%, 11%, 27%, /, -1%, -0.8%, 1%
COc1ccc(C(=O)N2CCC(C(=O)NC3CC3)CC2)cc1
→ 2%, 4.4%, 16%, 5%, 5%, /, -5%, 0.1%, -8%
CCn1c(SCC(=O)c2ccccc2)nc2c(c1=O)SC(C)C2 (stereo not drawn)
→ 3%, 0.2%, 3%, -9%, 9%, /, -3%, -1.0%, -3%
COc1ccccc1OS(=O)(=O)c1ccc(NC(C)=O)cc1
→ -1%, 0.2%, -9%, -5%, 4%, -1.8%, 2%, -0.2%, -8%
COc1ccc(-n2cc(CN3CCC(OC)CC3)c(-c3cccc(F)c3)n2)cc1
→ 1%, -1.5%, 2%, 3%, /, -1.8%, /, -1.1%, -9%
C/C(=C/C#N)Nc1ccc(C)cc1
→ -1%, 0.8%, -26%, 0%, 7%, 2.5%, -2%, 0.2%, -8%
COc1ccc(Nc2oc(COc3cccc(C)c3)nc2C#N)cc1
→ -5%, 16%, 2%, -2%, 3%, -3.1%, 2%, -0.1%, -5%
COC(=O)C1=C(C)N(CCc2cc(OC)c(OC)c(OC)c2)C(=O)N[C@H]1c1cccs1
→ /, 0.9%, -18%, /, 8%, -1.0%, 4%, /, -9%
CSCC[C@H](NS(=O)(=O)c1ccc(C)cc1)C(=O)N1CCC(C(=O)N[C@@H](C)C(=O)O)CC1
→ -3%, 2.5%, -2%, -1%, /, /, /, -0.3%, -5%
CCOC(=O)c1[nH]ncc1CN1CCC(Cc2ccccc2)(C(=O)OCC)CC1
→ 3%, -0.4%, -3%, -13%, 5%, /, -10%, 0.2%, -4%
CCSc1nnc(NC(=O)C(C)C)s1
→ 3%, 1.6%, -5%, 3%, 0%, 0.7%, 9%, -0.1%, -10%
CCOCCCN1C(=O)CN(C2CCC(C)CC2)C(=O)C1c1ccc(C)cc1 (stereo not drawn)
→ 1%, 2.0%, 4%, 2%, 0%, /, 10%, -0.5%, -5%
CC(C(=O)Nc1ccc2c(c1)OCCO2)N(C)Cc1c(F)cccc1Cl (stereo not drawn)
→ -8%, ?, -2%, 6%, 4%, /, 7%, -0.1%, -1%

Reprinted from the results shown (2 entries):
The line under a structure holds: Dengue-2 NS5 capping, RSV CPE inhibition, GPR35 arrestin U2OS, MgcRacGAP inhibition, Large T inhibition, CSM14.1 death rescue, Salmonella PhoP GFP, West Nile virus CPE, LYP phosphatase
CCOCCCN1C(=O)CN(C2CCC(C)CC2)C(=O)C1c1ccc(C)cc1 (stereo not drawn)
→ 1%, 2.0%, 4%, 2%, 0%, /, 10%, -0.5%, -5%
CC(C(=O)Nc1ccc2c(c1)OCCO2)N(C)Cc1c(F)cccc1Cl (stereo not drawn)
→ -8%, ?, -2%, 6%, 4%, /, 7%, -0.1%, -1%
